Source: PubChem BioAssay (National Center for Advancing Translational Sciences (NCATS))
A549 tox: Nrf2 qHTS screen for inhibitors: counterscreen for cytotoxicity | Potency, µM (doses to about 46 µM), without a hit: at the top dose activity change, negative = cytotoxicity, hits mostly inhibitors | A549 ARE-Fluc cells, CellTiter-Fluor viability, 18-24 h | 0.16% of 390,000 active; note: potency is the fitted concentration of half-maximal effect; % is set by controls: 0 for no effect and ±100 for the full control effect
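A549 ARE_Fluc cells in 5% FBS OPTI-MEM were exposed to compounds in concentration-response for 18-24 h at 37 deg C. Viability was read by CellTiter-Fluor fluorescence (Ex 405/Em 525) after 30 min, before the luciferase read.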
Nrf2 inh: Nrf2 qHTS screen for inhibitors; A549 ARE-Fluc reporter, luciferase luminescence, 18-24 h; Potency, µM (series often up to 46 µM), inactives show top-dose activity change, negative = inhibition, most hits filed as inhibitors; 2.1% of 360,000 active; note: potency is the fitted concentration of half-maximal effect; % is set by controls: 0 for no effect and ±100 for the full control effect; nearly all actives have a fitted effect of over 60% in size
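Cells were seeded and rested 2 h, then exposed to compounds for 18-24 h. CellTiter-Fluor was read first as a viability measure. BugLite was added 15 min before the final luminescent read of ARE-luciferase activity in A549 cells.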
Nrf2 activator: qHTS of Nrf2 Activators; AREc32 ARE-luciferase reporter (MCF7-derived line), luminescence, 24 h; Potency, µM (top dose mostly 46.1 µM), for inactives: at the highest dose activation, hits mostly activators; AID 624171, 2012; 0.31% of 410,000 active; note: potency is the fitted concentration of half-maximal effect; % of control where 0% means no effect; nearly all actives have a fitted effect of over 65% in size
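Nrf2 activation is followed as ARE-luciferase induction in the AREc32 line after one day of compound treatment; luminescence is read with Steady-Glo.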
Mm-Cpn inhibitor: Inhibitors of TCP-1 ring complex (TRiC) of Methanococcus maripaludis (MmCpn): qHTS. Chaperonin Mm-Cpn (Methanococcus maripaludis). purified Mm-Cpn ATPase, ADP Transcreener TR-FRET. Potency, µM (doses to about 76.9 µM), without a hit: at the top dose activity, negative = inhibition, most hits filed as inhibitors. 0.031% of 330,000 active; note: potency is the fitted concentration of half-maximal effect; % is set by controls: 0 for no effect and ±100 for the full control effect; nearly all actives have a fitted effect of over 80% in size
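Inhibition of chaperonin ATP hydrolysis is measured as reduced ADP production, detected by competitive TR-FRET in which signal falls with ADP. Final enzyme 25 nM and ATP 10 uM, reacted 30 min at 37°C.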
TGFb inhibitor: qHTS for Inhibitors of TGF-b; 1.2% of 410,000 active; Potency, µM (series often up to 46.1 µM), for inactives: at the highest dose activity, negative = inhibition, actives largely listed as inhibitors; HepG2 CAGA-GFP TGF-b/SMAD3 reporter, GFP fluorescence, 18 h; TGF-beta stimulated, 500 pg/mL final; note: potency is the fitted concentration of half-maximal effect; % is set by controls: 0 for no effect and ±100 for the full control effect; nearly all actives have a fitted effect of over 65% in size
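Smad-responsive CAGA-GFP expression was quantified in HEPG2 cells exposed to compounds and 500 pg/mL final TGF-beta for 18 h at 37 degrees C; unstimulated wells defined full inhibition.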
HepG2 tox: qHTS for Inhibitors of TGF-b: Cytotox Counterscreen. 0.76% of 410,000 active. Potency, µM (series often up to 46.1 µM), for inactives: top-dose activity change, negative = cytotoxicity, actives largely listed as cytotoxic. HepG2 CAGA-GFP viability, ATP luminescence, 18 h. AID 588856, 2011; note: potency is the fitted concentration of half-maximal effect; some results filed as inactive show a strong effect at the top dose
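HepG2 CAGA-GFP cells (1000/well, DMEM with 1% FBS) received compound, then TGF-beta at 500 pg/mL final, and were incubated 18 hours at 37 degrees C. Viability was read by CellTiter-Glo luminescence. Media-only wells were set as complete cell-killing and DMSO as no toxicity.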
ATXN viability: Viability Counterscreen for Primary qHTS for Inhibitors of ATXN expression; S2 cells (HEK-293 line with an ATXN2-luciferase reporter) viability, CellTiter-Fluor protease fluorescence, 24 h; Potency, µM (top dose mostly 56.7 µM), most hits filed as cytotoxic; 0.49% of 400,000 active; AID 651635, 2014; note: potency is the fitted concentration of half-maximal effect; nearly all actives have a fitted effect of over 40% in size
Akt phos inh: HTS Assay for Inhibitors of Akt Phophorylation: Primary Screen | Neuro2A IGF-stimulated pAkt S473 HTRF, 20 min; hits give low values | activity change, % for hits at 50 µM | 0.32% of 360,000 active | AID 651550, 2012; in the data active = activity change below about -80%; inconclusive = mostly about -51% to -80%; note: % is set by controls: 0 for no effect and ±100 for the full control effect
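Neuro2A cells (4,500/well, DMEM with 0.5% FBS) were treated with compound at a single 50 µM final concentration, stimulated with 6 nM IGF for 20 min at 37 °C, and lysed. Phospho-Akt Ser473 was read by HTRF as 665/615 ratio ×10^4.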
CCT modulator: High-Throughput Screening for Modulators of Cytosolic Chaperonin Activity; 0.3% of 360,000 active; activity change, % (test concentration not listed), hits read low; purified chaperonin ATPase assay, HTRF ADP detection, 30 min; in the data active = activity change below about -30%; note: % is set by controls: 0 for no effect and ±100 for the full control effect
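We incubate TRiC, 40 or 20 nM final, with library compounds at 76 uM and 10 uM ATP for 30 min at 37 °C. ADP formed is detected with Transcreener HTRF reagents after 30 min at room temperature.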
Starred values were filed as active, the others as inactive; i = inactive; ? = inconclusive; · = no result given; & = joins results of further samples; [ ] = another dose, or the depositor's remark. Unless noted, calls come from the whole dose curve; as a rule, active = well fitted curve in the direction sought with a large enough effect; inconclusive = small, poorly fitted or top-dose-only effect, or another doubt; inactive = no such curve, though single readings can be large; an effect the other way counts as inactive or inconclusive.

No.	canonical_smiles	A549 tox	Nrf2 inh	Nrf2 activator	Mm-Cpn inhibitor	TGFb inhibitor	HepG2 tox	ATXN viability	Akt phos inh	CCT modulator
1	COC(=O)c1ccc(Cn2nc(C)cc2C)cc1	-2.8%	17.3%	0.4%	0.7%	7.3%	3.5%	i	i	2.5
2	COc1ccc(S(=O)(=O)N2CCC(C(=O)N[C@@H](C)C(=O)NCc3cccc(OC)c3)CC2)cc1	-2.4%	3.1%	0.5%	2.5%	11.8%	22.7%	i	i	0.5
3	O=C1c2ccccc2C(=O)N1c1nccs1	3.1%&2.2%	0.7%&6.9%	-0.3%	·	13.8%	-0.9%	i	i	-0.5
4	Nc1cc(=O)nc(SCC(=O)N2CCN(c3ccccc3)CC2)n1-c1ccccc1	-1.2%	-8.1%	-0.9%	0.8%	7.1%	5.3%	i	i	2.0
5	Cc1cc(C)c(Cn2c(C)c(CNCc3ccccc3C)c(C(=O)O)c2C)c(C)c1	2.7%	?	-0.8%	·	-10.1%	-38.3%	?	·	·
6	CC(C)CCN1CC(O)=C(c2nc(-c3ccc(Cl)cc3)cs2)C1=N	-2.8%	·	-0.9%	-2.2%	-24.6%	0.6%	i	i	0.3
7	COc1cc(CN2CCN(Cc3ccc([N+](=O)[O-])cc3)CC2)c([N+](=O)[O-])cc1OC	-4.3%	20.6µM*	2.6%	-1.4%	?	-21.8%	i	i	0.6
8	COC(=O)c1cccc(N(C(=O)CNC(=O)c2cccs2)C(C(=O)NCC2CCCO2)c2ccc(OC)c(OC)c2)c1 (centres undefined)	2.8%	0.1%	-0.2%	-0.1%	1.0%	15.6%	i	i	-1.0
9	Cc1ccc(S(=O)(=O)N2CCOCC2)cc1C(=O)N1CCCC1	2.6%	?	0.0%	0.6%	5.9%	9.6%	i	i	-2.1
10	CCCSc1ncnc2c1c(-c1ccccc1)cn2-c1ccccc1OC	21.9%	9.1%[9.27 µM]	4.5%	·	4.1%	-8.5%	i	·	·

The closing two records of the section above lead into the next:
No.	canonical_smiles	A549 tox	Nrf2 inh	Nrf2 activator	Mm-Cpn inhibitor	TGFb inhibitor	HepG2 tox	ATXN viability	Akt phos inh	CCT modulator
9	Cc1ccc(S(=O)(=O)N2CCOCC2)cc1C(=O)N1CCCC1	2.6%	?	0.0%	0.6%	5.9%	9.6%	i	i	-2.1
10	CCCSc1ncnc2c1c(-c1ccccc1)cn2-c1ccccc1OC	21.9%	9.1%[9.27 µM]	4.5%	·	4.1%	-8.5%	i	·	·
11	N#Cc1ccc(NC(=O)c2ccc3c(c2)nnn3C2CCCC2)cc1	13.4%	?	-0.2%	·	?	22.7%	i	·	·
12	CN1/C(=C\C=[N+](C)c2ccccc2)C(C)(C)c2ccccc21	9.2µM*	0.82µM*	2.2%	-0.1%	-26.5%	-35.0%	11.2µM*	i	0.3
13	O=C(N/N=C/c1ccccn1)c1ccncc1	4.1%	?	4.0%	-0.8%	6.6%	3.0%	i	i	-0.5
14	C=CCn1c(SCC(=O)Nc2ccc(OC)cc2)nc2ccccc2c1=O	-3.3%	-0.3%	0.1%	-0.6%	-16.6%	10.3%	i	i	-0.6
15	Cc1cc(O)c(C=Nc2ccc(N3CCOCC3)cc2)c(C)c1Cl	-1.4%	-1.5%	-0.7%	1.2%	17.6%	-0.3%	i	i	-0.4
16	CCOCCCNC(=O)C1CCN(c2nc3ccc(Cl)cc3[nH]2)CC1	5.4%	·	-0.4%	·	-1.5%	11.2%	·	·	·
17	O=c1c(O[C@@H]2O[C@H](CO)[C@@H](O)[C@H](O)[C@H]2O)c(-c2ccc(O)cc2)oc2cc(O)cc(O)c12	-11.7%	-6.5%	-0.1%	-0.2%	3.8%	-2.1%	i	i	0.2
18	Cc1ccnc(NC(=O)c2ccc3c(c2)OCO3)c1	10.3%	?	-1.1%	3.5%	?	-28.4%	i	i	-4.9
19	COc1ccc(CCNc2c(C)c(C)nc3ncnn23)cc1	?	1.03µM*	-0.4%	1.6%	-49.4%	-32.6%	i	i	-0.8
20	NNC(=O)CSCc1nc(-c2ccc(Cl)cc2)cs1	-11.5%	?	-0.4%	4.4%	2.6%	13.1%	i	i	1.5
21	CCOC(=O)c1ccc(NC(=O)COc2ccc(S(=O)(=O)NC(C)(C)C)cc2)cc1	1.0%	-10.2%	-0.6%	0.3%	2.9%	7.5%	i	i	-4.6
22	CC(C)(C)OC(=O)NCc1ccc(NC(=O)c2nc[nH]c2C(=O)NCCCCCCNC(=O)c2[nH]cnc2C(=O)Nc2ccc(CNC(=O)OC(C)(C)C)cc2)cc1	1.0%	-27.1%	-1.7%	-0.3%	?	20.6%	i	i	-1.0
23	COc1ccc(CCNc2nc(C)c(C(C)=O)s2)cc1OC	-8.5%	-1.3%	3.0%	-1.0%	11.0%	-5.9%	i	i	-2.2
24	O=C(Nc1cccc(C(F)(F)F)c1)Nc1ccc2snnc2c1	?	20.6µM*	-1.2%	·	7.08µM*	-56.8%	i	·	·
25	Cc1c(C(=O)N2CCCC2)c(S(=O)(=O)N2CCCCC2)c(C)n1C	1.0%	14.0%	0.3%	0.3%	-0.7%	-34.3%	i	i	-2.4
26	Cc1ccc([C@@H]2C[C@H]3[C@@H](CN2S(=O)(=O)c2ccc(C)cc2)C(=O)C[C@@H](c2ccc(Cl)cc2)N3S(=O)(=O)c2ccccc2C)cc1	·	·	-0.6%	·	9.9%	-2.9%	i	i	0.5
27	Nc1c(Cl)cc(-c2csc(N3CCCC3c3nc4cc(Cl)c(N5CCCCC5)cc4n3CCCO)n2)cc1Cl (centres undefined)	-2.0%	6.8%	4.3%	·	-14.8%	6.6%	i	i	0.7
28	CCc1ccc(NC(=O)COCc2cc(-c3ccc(F)cc3)on2)cc1	-2.6%	2.0%	4.1%	·	-1.2%	-23.5%	i	·	·
29	O=C(NCc1ccco1)C(c1ccccc1)N(CC1CCCO1)C(=O)Cn1nnc2ccccc21 (centres undefined)	-13.8%	14.4%	2.4%	1.3%	2.8%	1.2%	i	i	-2.8
30	CC(C)(C)OC(=O)N1CCC(c2c(C(=O)NCC3CCN(C4CCCC4)C3)cnn2-c2ccccc2Cl)CC1 (centres undefined)	0.0%	-9.6%	-2.3%	-0.5%	?	-34.5%	?	i	-0.1
31	CCn1cc(C(=O)N2CCCC(C(=O)c3cccc(C(F)(F)F)c3)C2)cn1 (centres undefined)	·	·	-0.5%	·	-19.0%	-18.9%	i	i	-1.5
32	COc1cccc(NS(=O)(=O)c2ccc3[nH]cc(C(=O)N(C)Cc4ccco4)c(=O)c3c2)c1	-5.9%&9.0%	-19.3%&4.9%	0.6%&-0.5%	0.6%	-0.9%&4.5%	-6.4%&-3.6%	i	i	-26.3
33	CCn1c(C)csc1=NC(=O)c1ccccc1	-7.3%	?	2.9%	-0.6%	-2.8%	-18.4%	i	i	2.2
34	COc1cc(-c2nc(CN3CCN(c4ncccn4)CC3)c(C)o2)ccc1F	-3.2%	-1.0%	4.6%	1.0%	-32.0%	0.0%	i	i	-1.7
35	CC1CCN(C(=O)CCN2C(=O)/C(=C/c3cccs3)SC2=S)CC1	-29.9%	?	?	0.7%	9.2%	-12.3%	?	i	-0.5
36	Cn1ncc2c(NNC(=O)c3ccc(O)cc3)ncnc21	-14.0%	-4.2%	-0.1%	2.4%	10.1%	9.8%	i	i	0.7
37	Cc1ccc2c(c1)N(C(=O)Nc1cccc3c1CCCC3)CC(C)O2 (centres undefined)	-0.2%	18.5%	3.3%	·	-46.8%	-34.1%	·	·	·
38	COc1ccc(Br)c2oc(S)cc(=O)c12	-1.1%	-0.4%	5.0%	-4.5%	-3.6%	4.2%	i	i	-3.0
39	COc1ccc(NC(=O)CSc2nnc(-c3cccnc3)n2C)cc1	5.0%	7.4%	0.0%	0.6%	-5.9%	-10.4%	i	i	-2.5
40	CN1C[C@@H]2[C@@H]3C(=O)N(C)C(=O)[C@@H]3[C@](Cc3ccccc3)(C1=O)N2C(=O)c1ccc(Cl)cc1	-1.5%	8.6%	-0.9%	·	11.8%	0.1%	i	i	-1.6
41	Fc1ccc(Nc2ncnc3sc4c(c23)CCC4)cc1F	-2.1%	16.6%	12.8%	-2.6%	5.7%	-12.2%	i	i	-1.4
42	Cc1cc(C)cc(OCC(=O)NC(C)c2ccccc2)c1 (centres undefined)	-11.0%	-2.9%	2.4%	-2.0%	-7.4%	-6.4%	i	i	-4.5
43	CCOC(=O)c1ccccc1NC(=O)COC(=O)c1cc([N+](=O)[O-])ccc1N1CCOCC1	?	?	6.1%	0.8%	-13.5%	0.0%	?	i	-0.7
44	Cc1ccc(S(=O)(=O)N2CCCCC2)cc1NC(=O)COC(=O)c1ccc2c(c1)OCO2	-4.4%	20.1%	0.4%	0.7%	4.5%	10.9%	i	i	0.8
45	O=C(Nc1cccnc1)C1Cc2c(-c3ccc4c(c3)OCO4)ccnc2O1 (centres undefined)	·	·	-0.2%	·	7.6%	-15.6%	i	i	1.3

Along the list, from the results shown:
Entries 41 to 45 in ATXN viability, in turn: i, i, ?, i, i
